# TRPC6 inh = mouse TRPC6 channel inhibitors, primary screen, cell-based, HEK293, membrane potential dye; Short transient receptor potential channel 6 (Mus musculus), Q61143; ACh-evoked depolarization; stronger effect = lower value; B-score at 10 µM; hit rate 1.1% among 310,000;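 active = B-score under library mean minus 3 SD, initial fluorescence not abnormally high, positive integrated signal ratio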;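 also: B-score derived from integrated fluorescence ratio over the kinetic read; more negative B-score means stronger inhibition of depolarization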
# TRPC6 act = mouse TRPC6 channel activators, primary screen, cell-based, HEK293, membrane potential dye. Short transient receptor potential channel 6 (Mus musculus), Q61143. B-score at 10 µM. hit rate 0.13% among 310,000. HEK293-TRPC6 membrane potential dye fluorescence; stronger effect = higher value;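 active = B-score of the integrated fluorescence ratio above library mean plus 3 SD, and starting fluorescence ratio within library mean plus 5 SD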;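 also: higher score means more depolarization so channel activation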
# TMEM16A act = TMEM16A chloride channel activators or potentiators, primary screen, cell-based, HTS; Anoctamin-1 (Mus musculus), Q8BHY3; HEK293 TMEM16A/YFP-H148Q/I152L, iodide quench fluorescence; stronger effect = lower value; B-score at 10 µM; hit rate 0.3% among 340,000;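 active = fluorescence-ratio B-score plate-corrected deviation score at least 3 library SD below zero, with starting fluorescence score within 5 deviations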;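 also: channel opened by trigger with iodide after compound preincubation; score built on the fluorescence ratio of max minus min over baseline; more negative score means more quench and so TMEM16A activation or potentiation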
# SKKanGAS inh = S. pyogenes SKKanGAS growth inhibitors in kanamycin, primary screen, streptokinase expression inhibitor project, SKKanGAS strain, BacTiter-Glo luminescence | 6 h | inhibition, % at 7.5 µM | hit rate 1.3% among 300,000;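 active = mean replicate score, as percent of positive control median, at least 50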;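 also: strain carries kanamycin resistance gene driven by streptokinase promoter and grows in 40 µg/ml kanamycin; loss of luminescence reflects streptokinase promoter inhibition or plain growth inhibition; 0% = median of DMSO wells and 100% = positive control at its reference dose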
# TRPC4 block = inhibitors of mouse TRPC4 channel, primary screen, Fluo4 calcium, HEK293 TRPC4beta/mu-opioid cells; Short transient receptor potential channel 4 (Mus musculus), Q9QUQ5; DAMGO-evoked Fluo4 calcium flux; stronger effect = lower value; B-score at 10 µM; hit rate 0.39% among 300,000; AID 2247, 2010;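 active = B-score over 3 SD under the library average, no early fluorescence shift, positive overall ratio signal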
#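 Assay system: Stable TRPC4beta/mu-opioid receptor HEK293 cells | Reagent: DAMGO in two steps, submaximal then maximal | Compound dosing: Single concentration per test compound | Signal: Fluo4 Ca2+ flux fluorescence | Evaluation: Per-well B score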
# TRPC4 act = activators of mouse TRPC4 channel, primary screen, Fluo4 calcium, HEK293 TRPC4beta/mu-opioid cells. Short transient receptor potential channel 4 (Mus musculus), Q9QUQ5. Fluo4 calcium fluorescence; stronger effect = higher value. B-score at 10 µM. hit rate 0.49% among 310,000;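 active = B-score above 5 SD of library B-scores, and initial fluorescence ratio not above library mean plus 5 SD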;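 also: positive B-score marks a calcium rise read as TRPC4 activation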
#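 system = HEK293 cells stably co-expressing mouse TRPC4beta and mu-opioid receptor | schedule = Fluo4 dye loading 45 min at room temperature, 110 s recording | measure = B-scored integrated calcium fluorescence ratio | signal = Fluo4 calcium-sensitive dye fluorescence, kinetic, 1 Hz baseline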
# MrgX1 antagonist = antagonists of human MrgX1 receptor, primary screen, HEK293 cells, Fluo-4 calcium flux | hit rate 1.3% among 310,000 | AID 588676, 2011 | B-score at 10 µM | Mas-related G-protein coupled receptor member X1 (Homo sapiens), Q96LB2 | BAM8-22 antagonism; stronger effect = lower value;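 active = calcium-response B-score plate-corrected more than 3 library SD below zero, starting fluorescence within 5 deviations, no agonist response on first addition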;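 also: peak minus trough fluorescence over baseline after final BAM8-22 challenge near maximal dose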
# Target sequence (Q96LB2 whole entry, looked up): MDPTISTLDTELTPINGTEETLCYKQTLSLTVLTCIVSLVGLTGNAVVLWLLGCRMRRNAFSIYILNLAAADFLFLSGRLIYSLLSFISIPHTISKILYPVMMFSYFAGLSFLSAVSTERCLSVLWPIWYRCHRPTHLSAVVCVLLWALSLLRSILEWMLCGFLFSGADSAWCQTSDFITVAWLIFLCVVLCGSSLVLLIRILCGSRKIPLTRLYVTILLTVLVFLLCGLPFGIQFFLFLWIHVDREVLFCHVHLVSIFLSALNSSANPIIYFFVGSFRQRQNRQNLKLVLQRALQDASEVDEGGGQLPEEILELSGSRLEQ
# MrgX1 PAM = positive allosteric modulators of MrgX1, primary screen, HEK293 cells, Fluo-4 calcium flux; Mas-related G-protein coupled receptor member X1 (Homo sapiens), Q96LB2; FDSS; stronger effect = higher value; hit rate 0.63% among 310,000; B-score at 10 µM;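 active = plate-corrected calcium response at least 3 library SD above typical, normal starting fluorescence, not activating the receptor alone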;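 also: compound read alongside a low EC10 to EC30 dose of BAM8-22 agonist; peak minus trough fluorescence over baseline measured at the second addition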
# TMEM16A inh = TMEM16A chloride channel inhibitors, primary screen, cell-based, HTS. Anoctamin-1 (Mus musculus), Q8BHY3. HEK293 TMEM16A/YFP iodide influx fluorescence, ionomycin. normalized B-score (activity score, 25-100; higher = stronger inhibition) at 10 µM. hit rate 1.2% among 310,000;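 active = ratio plate-corrected score three or more library SD toward inhibition, starting fluorescence score within five deviations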;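 also: score derived from kinetic fluorescence span divided by baseline fluorescence per well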
# TRPC4 potent = positive allosteric modulators of TRPC4, primary screen, cell-based, mouse TRPC4beta, HEK293 mu-opioid, Fluo-4 calcium; B-score at 10 µM; DAMGO EC20, Fluo-4 Ca2+ flux; stronger effect = higher value; AID 2227, 2009; Short transient receptor potential channel 4 (Mus musculus), Q9QUQ5; hit rate 0.42% among 310,000;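 active = B-score of calcium response area above 5 SD of library B-scores, with initial fluorescence ratio within 5 SD of library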;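 also: B-score of integrated fluorescence ratio over time as area under calcium response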
# MrgX1 ag = agonists of human MrgX1 receptor, primary screen, HEK293 cells, Fluo-4 calcium flux | Fluo-4 calcium fluorescence, agonist mode; stronger effect = higher value | B-score at 10 µM | hit rate 0.44% among 310,000 | AID 588627, 2011;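 active = calcium response B-score plate-corrected fluorescence ratio at least 3 library SD, with starting fluorescence B-score inside 5 SD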
#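 Assay system: stable human MrgX1 HEK293 cell line. Quantity: 15,000 cells per well. Schedule: cells plated overnight, dye loaded 0.5 h 37 °C, 0.5 h room temperature. Detection: Fluo-4 NW calcium-flux fluorescence, kinetic read. Read-out basis: peak-minus-minimum fluorescence over baseline, converted to B scores. Control set: positive and negative control wells on each plate.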
# The depositor's hits bear a star; i = inactive; / = no result given. No enrichment for hits; 6.7% or so of the library scored in one or more.
SMILES,TRPC6 inh,TRPC6 act,TMEM16A act,SKKanGAS inh,TRPC4 block,TRPC4 act,MrgX1 antagonist,MrgX1 PAM,TMEM16A inh,TRPC4 potent,MrgX1 ag
CC(C)CNC(=S)NC1CC2CCC(C1)N2Cc1ccccc1 (stereo not given),i,i,i,0.0,i,i,i,i,i,i,i
Cc1ccc(-c2nc3ccccc3c(=O)n2Cc2ccccc2)cc1,i,i,i,1.8,i,i,i,i,i,i,i
C=C(C)c1cccc(C(C)(C)NC(=O)N(Cc2ccccc2)Cc2ccco2)c1,i,i,i,15.1,i,i,i,i,i,i,i
O=C(COC(=O)CSc1ccccc1)NCCNC(=O)COC(=O)CSc1ccccc1,i,i,i,-18.2,i,i,i,i,i,i,i
Fc1ccc(Oc2cnc3ccccc3n2)cc1,i,i,i,0.4,i,i,i,i,i,i,i
COc1ccc(CCCC(=O)NC(C)c2ccccc2)cc1 (stereo not given),i,i,i,2.0,i,i,i,i,i,i,i
O=C(C1=C(O)C(=O)N(CCN2CCOCC2)C1c1ccc(Cl)cc1)c1cc2ccccc2o1 (stereo not given),i,i,i,-3.0,i,i,i,i,i,i,i
O=C(Nc1ccccc1C(=O)NC(Cc1ccc(O)cc1)C(=O)O)c1ccccc1 (stereo not given),i,i,i,-0.2,i,i,i,i,i,i,i
CN(C)CCCN(C(=O)COc1ccccc1)c1nc2cc3c(cc2s1)OCCO3,i,i,i,-0.5,i,i,i,i,i,i,i
O=C(Nc1nc(-c2cccc([N+](=O)[O-])c2)cs1)C(c1ccccc1)c1ccccc1,i,i,i,34.8,i,i,i,i,i,i,i
CC(=O)c1ccc2c3c(cccc13)C(=O)N(c1c(C)nn(C)c1C)C2=O,/,/,i,/,/,/,i,i,i,/,i
O=C(NCc1ccccc1)C(=O)NCC1COc2ccccc2O1 (stereo not given),i,i,i,0.2,i,i,i,i,i,i,i
O=C(NCCO)C(=O)c1c(-c2ccccc2)cc2ccccn12,i,i,i,2.4,i,i,i,i,i,i,i
Cn1cccc1CC(=O)N/N=C/c1ccco1,i,i,i,4.5,i,i,i,i,i,i,i
COC(=O)C(Cc1cnc(Cl)s1)(C(=O)OC)c1ccccc1[N+](=O)[O-],i,i,i,3.8,i,i,i,i,i,i,i
O=C(O)c1c[nH]c2cc(C(F)(F)F)ccc2c1=O,i,i,i,-4.3,i,i,i,i,i,i,i
COc1cc(/C=C2\C(=N)N3N=C(S(C)(=O)=O)SC3=NC2=O)cc(OC)c1OCCOc1cccc(C)c1,i,i,i,21.5,i,i,i,i,i,i,i
O=C(CCC1CC(=O)Nc2ccccc21)NCc1cccnc1 (stereo not given),i,i,i,-1.2,i,i,i,i,i,i,i
O=S(=O)(Nc1ccccc1Cl)c1ccc(-c2ccccn2)s1,i,i,i,9.0,i,i,i,i,i,i,i
c1ccc2[nH]c(NCCCN3CCOCC3)nc2c1,i,i,i,3.3,i,i,i,i,i,i,i
Cc1ccc(S(=O)(=O)NCC(=O)N(CC(=O)NCC2CCCO2)Cc2ccc(Cl)cc2)cc1 (stereo not given),i,i,i,0.3,i,i,i,i,i,i,i
N#Cc1cn(N2CCCCC2)c(=O)[nH]c1=O,i,i,i,-1.4,i,i,i,i,i,i,i
CCOC(=O)c1c(C)sc2c1N(C(C)=O)c1cc(Cl)ccc1S2,i,i,i,18.0,i,i,i,i,i,i,i
COC(=O)c1cc2c(ccn2C)n1C,i,i,i,-4.9,i,i,i,i,i,i,i
N=c1c(S(=O)(=O)c2ccc(Br)cc2)cc2c(=O)n3ccccc3nc2n1C1CCCC1,i,i,i,10.9,i,i,i,i,i,i,i
COc1ccc(NC(=O)C2CCC(N3C(=O)C4CCCCC4C3=O)CC2)cc1 (stereo not given),i,i,i,3.6,i,i,i,i,i,i,i
COc1ccc(NC(=O)C(c2cc3c(cc2[N+](=O)[O-])OCO3)N2CCN(C=O)CC2)cc1 (stereo not given),i,i,i,3.4,i,i,i,i,i,i,i
Cc1ccc(F)cc1NC(=O)c1ccc(NS(=O)(=O)c2ccc(Br)s2)cc1,i,i,i,11.6,i,i,i,i,25*,i,i
COC(=O)c1ccc(C23CC4(C2)[C@H](CN(C)[C@@H]4c2ccccc2)C3c2ccccc2)cc1 (stereo not given in full),i,i,i,4.2,i,i,i,i,i,i,i
Cc1c(CCOC(=O)C23CC4CC(CC(C4)C2)C3)sc[n+]1Cc1ccccc1,-7.46*,i,i,3.7,i,i,i,i,i,i,i
CCOc1ccc(N(CC(=O)NC2CCCC2)S(=O)(=O)c2ccccc2)cc1,i,i,i,2.9,i,i,i,i,i,i,i
O=C(CCc1ccccc1)NCCS(=O)(=O)N1CCN(c2ccccc2)CC1,i,i,i,-6.7,i,i,i,i,i,i,i
CCN(CC)C(=O)CN1CCC(n2c(C)nc3cc(C(F)(F)F)ccc32)CC1,i,i,i,0.3,i,i,i,i,i,i,i
Cc1cc(NC(=O)COC(=O)c2cc([N+](=O)[O-])ccc2N2CCOCC2)ccc1Br,i,i,i,-9.3,i,i,i,i,i,i,i
CCOCCCNCc1ccc(OC)cc1,i,i,i,-8.2,i,i,i,i,i,i,i
CCN(CC)CCn1c2c(c(SCC(=O)NCc3ccccc3)nc1=O)CCC2,i,i,i,-3.3,i,i,i,i,i,i,i
Cc1ccc(S(=O)(=O)NCCC(=O)NC(C)CCc2ccccc2)cc1 (stereo not given),i,i,i,30.4,i,i,i,i,i,i,i
CCOC(=O)c1[nH]c2ccccc2c1NC(=O)CCN1CCN(C(=O)OCC)CC1,i,i,i,-2.9,i,i,i,i,i,i,i
CCOC(=O)C1=C(CNCCOc2ccc(OC)cc2)NC(=O)NC1c1ccc2c(c1)OCO2 (stereo not given),i,i,i,23.7,i,i,i,i,i,i,i
Fc1ccc(C(CCNCc2ccccn2)c2ccc(Cl)cc2)cc1 (stereo not given),-5.19*,i,i,64.4*,i,i,i,i,i,i,i
Cc1nc(N2CCN(c3ccccn3)CC2)c2c(C)c(C(=O)N3CCN(c4ccc(F)cc4)CC3)sc2n1,i,i,i,36.1,-10*,i,i,i,i,i,i
CN(C)S(=O)(=O)c1ccc(C(=O)OCC(=O)c2ccc3c(c2)NC(=O)CO3)cc1,i,i,i,-5.1,i,i,i,i,i,i,i
COc1cccc(CN(C)CC(=O)NNC(=O)c2ccc(Cl)cc2)c1,i,i,i,-16.7,i,i,i,i,i,i,i
NC(=O)C1CCN(c2nc(C3CC3)nc3c2nnn3Cc2ccccc2)CC1,i,i,i,-0.4,i,i,i,i,i,i,i
CC(=O)c1sc(N/N=C/c2ccc(C(C)C)cc2)nc1C,i,i,i,3.4,i,i,i,i,i,i,i
CC(CNC(=O)c1ccc(OC2CCN(Cc3ccccn3)CC2)cc1)Oc1cccnc1 (stereo not given),i,i,i,-2.5,i,i,i,i,i,i,i
Cc1ccc(NC(=S)c2ccc(N(C)C)cc2)cc1,i,i,i,-3.8,i,i,i,i,i,i,i
O=C(Nc1ccccc1C(F)(F)F)c1c(F)cccc1Cl,i,i,i,2.5,i,i,i,i,i,i,i
O=C(CSCC(=O)Nc1cccc([N+](=O)[O-])c1)Nc1ccccc1,i,i,i,-15.9,i,i,i,i,i,i,i
O=C(Nc1cccc(NC(=O)C2CCCO2)c1)c1ccco1 (stereo not given),i,i,i,5.8,i,i,i,i,i,i,i
CC(C)CN1CCN(Cc2cn(C)c3ccccc23)CC1CCO (stereo not given),i,i,i,6.5,i,i,i,i,i,i,i
CCOC(=O)c1c(NC(=O)CN2CCCCC2)sc2c1CCN(C(=O)OCC)C2,i,i,i,16.4,i,i,i,i,i,i,i
Cc1cccc(NC(=O)CCn2cnnn2)c1,i,i,i,-14.1,i,i,i,i,i,i,i
COc1ccc(N(CCC(=O)O)S(=O)(=O)c2ccc(C)cc2C)cc1,i,i,i,-5.3,i,i,i,i,i,i,i
COc1cc(Cl)ccc1OCc1cc(C(=O)N(C)CCc2c(C)n[nH]c2C)no1,i,i,i,1.1,i,i,i,i,i,i,i
Cc1nc(C(=O)Nc2cc(Cl)ccc2Cl)nn1-c1cc(OC(C)C)c(Cl)cc1Cl,i,i,i,-1.0,i,i,-5.14*,i,i,i,i
CC(C)Oc1ccc(/C=N/NC(=O)c2nnn(-c3nonc3N)c2CN(C)C2CCCCC2)cc1,i,i,i,18.9,i,i,i,i,i,i,i
CCCN1CCc2c(sc(NC(=O)c3ccc(S(=O)(=O)N(C)c4ccccc4)cc3)c2C(=O)NC)C1,i,i,i,15.1,i,i,i,i,i,i,i
CCOC(=O)c1cc(S(=O)(=O)Nc2ccc(OC)cc2OC)cn1C,i,i,i,2.6,i,i,i,i,i,i,i
O=C(CCC(=O)N(CC(=O)NC1CCCC1)c1cccc(F)c1)Nc1nccs1,i,i,i,-1.2,i,i,i,i,i,i,i

# New compounds follow
SMILES,TRPC6 inh,TRPC6 act,TMEM16A act,SKKanGAS inh,TRPC4 block,TRPC4 act,MrgX1 antagonist,MrgX1 PAM,TMEM16A inh,TRPC4 potent,MrgX1 ag
CCN(CC)C(=O)CCc1nnc(CCc2c[nH]c3ccccc23)o1,i,i,i,3.0,i,i,i,i,i,i,i
Cc1ccc2c(c1)N(C(=O)CCC(=O)Nc1ccccc1Cl)CC(C)O2 (stereo not given),i,i,i,-8.1,-8*,i,i,i,i,i,i
O=C(CSc1nnc(-c2cccs2)n1Cc1ccco1)Nc1ccc2c(c1)OCO2,i,i,i,-4.3,i,i,i,i,i,i,i
CN(C)CCNC(=O)Cn1c(=O)c2cccn2c2ccc(F)cc21,i,i,i,0.4,i,i,i,i,i,i,i

# Compound activity: PubChem, several laboratories
